PglD inh – C. jejuni PglD acetyltransferase inhibitors, primary screen, biochemical, DTNB colorimetric, single point | UDP-N-acetylbacillosamine N-acetyltransferase PglD (Campylobacter jejuni) | purified PglD enzyme, DTNB colorimetric CoA detection | inhibition, % at 12.5 µM | 360,000 tested, 0.098% active | AID 602405, 2012; in the data active means inhibition above about 16%, passing the limit was not always enough; inconclusive means no clear call, values can overlap the other calls; further: strong numbers were not always called active
Cneo AK release – Cryptococcus neoformans cell lysis inducers, primary screen, AK release luminescence, single concentration; C. neoformans lysis, adenylate kinase release luminescence, 4 h; normalised: neutral wells 0, clomiphene wells 100; lysis activity, % at 15 µM; 360,000 tested, 0.2% active; AID 651654, 2012;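 active means mean lysis activity across replicates of at least 80%, whatever share of replicates individually reach that level; inactive means mean lysis activity below 80%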
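Material – log-phase Cryptococcus neoformans yeast cells · Input – 5 × 10^6 yeast cells/mL · Medium – fresh YPD growth medium · Doses – single compound concentration per well · Timing – static 4 h at 37 °C with compound, 1 h detection · Detection – adenylate kinase release luminescence · Read-out – signal increase indicating cell lysis · Control set – Clomiphene as positive lysis control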
miR122 inh – miR-122 Renilla sensor signal increase in Huh7, primary screen, miR-122 inhibitor project, cell-based, single point, plate reader; 340,000 tested, 0.3% active; Huh7 miR-122 Renilla luciferase sensor, 48 h; neutral wells = 0, positive control = 100; AID 602342, 2012; activation (reporter increase), % at 12.5 µM;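 active means mean replicate activation score at least 90 and every replicate individually at or above 90; inconclusive means only one of the two criteria met; inactive means neither criterion met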;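 further: higher luciferase means less miR-122 activity so hits act as miR-122 inhibitors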
E-selectin induc – E-selectin induction in HUVECs, primary screen, imaging, HUVEC, immunofluorescence imaging, single point; P16581; normalized: neutral wells 0, TNF-alpha wells 100; activation, % at 7.58 µM; 260,000 tested, 0.37% active;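 active means mean E-selectin-positive cell signal at least 10% of the positive control, reached in at least 60% of replicates, without over 20% cell loss; inconclusive means no rule given, readout overlaps actives, possibly toxicity-flagged; inactive means the rest, including those meeting only one limit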;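 further: in these data hits start at about 27%; measured in HUVEC primary endothelial cells; signal is the percent of cells scored E-selectin positive by PE staining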
Target sequence (P16581 whole entry, looked up): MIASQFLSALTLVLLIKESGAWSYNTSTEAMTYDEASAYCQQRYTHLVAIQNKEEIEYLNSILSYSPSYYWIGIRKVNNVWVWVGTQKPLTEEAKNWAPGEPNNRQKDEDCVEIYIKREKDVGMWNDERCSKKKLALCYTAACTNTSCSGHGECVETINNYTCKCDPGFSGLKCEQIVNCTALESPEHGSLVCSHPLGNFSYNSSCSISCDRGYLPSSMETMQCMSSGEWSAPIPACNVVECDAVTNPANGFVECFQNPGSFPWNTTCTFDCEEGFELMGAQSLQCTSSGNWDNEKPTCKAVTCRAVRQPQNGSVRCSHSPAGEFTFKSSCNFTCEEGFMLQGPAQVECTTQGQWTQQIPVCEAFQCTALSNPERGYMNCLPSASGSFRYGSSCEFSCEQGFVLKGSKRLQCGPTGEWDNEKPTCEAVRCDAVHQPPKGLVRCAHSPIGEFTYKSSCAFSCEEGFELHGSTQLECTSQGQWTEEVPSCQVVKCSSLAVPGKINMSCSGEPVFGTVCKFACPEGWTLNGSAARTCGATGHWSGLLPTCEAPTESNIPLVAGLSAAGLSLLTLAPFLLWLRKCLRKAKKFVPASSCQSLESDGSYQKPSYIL
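Test system: HUVEC; input: 3,000 HUVEC/well; measured by: immunofluorescence imaging; read-out: % PE-positive cells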
RAD52 anneal inh – RAD52 DNA annealing inhibitors, primary screen, biochemical, FRET, single point, set 2 | recombinant RAD52 DNA annealing, FRET fluorescence | 360,000 tested, 0.46% active | DNA repair protein RAD52 homolog (Homo sapiens), P43351 | inhibition, % at 18.7 µM;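 active means every replicate showing at least 50% inhibition; inconclusive means mean inhibition at least 50% but not in every replicate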
Target sequence (P43351 whole entry, looked up): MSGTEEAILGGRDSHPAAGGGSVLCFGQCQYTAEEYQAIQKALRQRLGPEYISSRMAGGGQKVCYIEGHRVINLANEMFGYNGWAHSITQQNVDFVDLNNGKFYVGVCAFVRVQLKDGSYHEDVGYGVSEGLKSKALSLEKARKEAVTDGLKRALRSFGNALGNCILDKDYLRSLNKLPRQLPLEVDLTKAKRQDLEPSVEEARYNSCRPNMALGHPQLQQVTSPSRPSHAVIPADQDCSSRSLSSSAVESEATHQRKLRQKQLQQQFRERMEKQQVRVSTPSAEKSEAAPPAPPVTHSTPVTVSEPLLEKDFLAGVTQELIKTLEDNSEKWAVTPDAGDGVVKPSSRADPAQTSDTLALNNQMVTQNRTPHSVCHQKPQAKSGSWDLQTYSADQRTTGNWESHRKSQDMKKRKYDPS
PGC1a acetyl inh – inhibitors of PGC1a acetylation signal, primary screen, cell-based, U2OS, AlphaScreen, inhibitor mode | AID 651687, 2012 | inhibition, % at 15.6 µM | 350,000 tested, 0.17% active | AlphaScreen anti-acetyl-lysine; with virally co-expressed GCN5 acetyltransferase;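 active means every replicate shows inhibition of at least 40%; inconclusive means mean inhibition at least 40% but some replicate below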;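 further: 0% = neutral control wells and 100% = positive control wells; some results beyond the cut were filed as inactive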
ERAP1 HTS inh – human ERAP1 aminopeptidase inhibitors, primary screen, biochemical, single point, plate reader; recombinant ERAP1, Leu-AMC fluorescence, 60 min; inhibition, % at 10.7 µM; 340,000 tested, 0.15% active; AID 652197, 2013;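 active means mean replicate inhibition of at least 30%, or all replicates individually reaching that 30% level; inactive means mean below 30% and not every replicate reaching it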;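 further: 0% = neutral control wells and 100% = L-leucinethiol positive control wells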
* marks the source's active call; other numbers are inactive results; ? = inconclusive; . = not tested or not shown; [ ] = another dose, or the depositor's remark.

item | SMILES | PglD inh | Cneo AK release | miR122 inh | E-selectin induc | RAD52 anneal inh | PGC1a acetyl inh | ERAP1 HTS inh
1 | CC(C)(C)n1ncc2c(=O)n(Cc3ccc(Cl)cc3)cnc21 | . | . | 4 | -0.8 | -1 | . | .
2 | O=C(c1ccc(F)cc1)C1CCN(C(=S)Nc2ccccc2Cl)CC1 | . | . | -3 | -1.4 | -13 | . | .
3 | Cc1ccsc1/C=N/NC(=O)CNC(=O)c1ccco1 | . | . | 8 | -0.6 | -11 | . | .
4 | CC1(N(O)/C=C2\C=CC=CC2=O)CCCCC1=O (stereo not drawn) | . | . | 5 | 0.2 | -3 | . | .
5 | Cc1cccnc1NC(=O)C1COc2ccccc2O1 (stereo not drawn) | . | . | 5 | 7.0 | -7 | . | .
6 | CN1CCSc2ccc(C(=O)Nc3cc(F)ccc3F)cc21 | . | . | -6 | 0.3 | -3 | . | .
7 | CC1=CC=CN2C1=NC(=O)CC2(C)C(=O)N(CC(=O)NC1CCCC1)c1cc(C)cc(C)c1 (stereo not drawn) | . | . | -3 | 2.3 | 2 | . | .
8 | O=[N+]([O-])c1ccc(C2CN=C(Nc3ccccc3)S2)cc1 (stereo not drawn) | . | . | 2 | -1.6 | -7 | . | .
9 | CCOC(=O)c1c(C=O)c2ccccc2n1CC | . | . | -6 | 5.5 | -8 | . | .
10 | O=C(COC(=O)C12CC3CC(CC(C3)C1)C2)Nc1nccs1 | . | . | 4 | -0.1 | -4 | . | .
11 | COc1ccc(S(=O)(=O)NCC2CCCN(C(=O)c3cccnc3C)C2)cc1 (stereo not drawn) | . | . | -6 | -0.8 | 1 | . | .
12 | CC(=O)NC(Cc1ccccc1C)C(=O)NC1CCN(C(=O)c2ccc(C)cc2)CC1 (stereo not drawn) | . | . | -1 | 0.7 | -9 | . | .
13 | CN(c1ccc(C(=O)Nc2ccc(Cl)cn2)cc1)S(=O)(=O)c1ccccc1 | . | . | 5 | -4.0 | -14 | . | .
14 | COc1ccc2c(c1OC)C(=O)OC2Nc1ccc(S(=O)(=O)N=C(N)N)cc1 (stereo not drawn) | . | . | -6 | -0.5 | -9 | . | .
15 | Cc1ccccc1C(=O)c1cccn1CC(=O)NCc1ccccc1 | . | . | 1 | 1.8 | -10 | . | .
16 | COc1ccccc1CNC(=O)COC(=O)c1cc(C)oc1C | . | . | 2 | 2.3 | 3 | . | .
17 | CCn1c(SCC(=O)OC(C)C)nnc1-c1ccccc1OC | . | . | -4 | 5.0 | -14 | . | .
18 | O=C(c1cc(C(=O)N2CCOCC2)c2nc3ccccc3n2c1)c1cc(Cl)cc(Cl)c1O | . | . | -1 | 1.1 | -5 | . | .
19 | O=C(CCc1ccccc1)Nc1ccccc1C(=O)N1CCOCC1 | . | . | -4 | 2.2 | -1 | . | .
20 | CNC[C@H]1OCCCC[C@H](C)Oc2ccc(NC(=O)Nc3cccc4ccccc34)cc2C(=O)N([C@H](C)CO)C[C@@H]1C | . | . | -1[16.7 µM] | -0.1 | -225 | . | .

Profiles from above. Order of values: PglD inh	Cneo AK release	miR122 inh	E-selectin induc	RAD52 anneal inh	PGC1a acetyl inh	ERAP1 HTS inh
Profile of O=C(CCc1ccccc1)Nc1ccccc1C(=O)N1CCOCC1 → .	.	-4	2.2	-1	.	.
Profile of CNC[C@H]1OCCCC[C@H](C)Oc2ccc(NC(=O)Nc3cccc4ccccc34)cc2C(=O)N([C@H](C)CO)C[C@@H]1C → .	.	-1[16.7 µM]	-0.1	-225	.	.

The list goes on.
item | SMILES | PglD inh | Cneo AK release | miR122 inh | E-selectin induc | RAD52 anneal inh | PGC1a acetyl inh | ERAP1 HTS inh
21 | COc1cccc(CNC(=O)CN2C(=O)CSc3ccc(S(=O)(=O)N4CCCC4)cc32)c1 | . | . | 1 | 3.2 | -25 | . | .
22 | CCn1c(O)c(C=Nc2ccccc2)sc1=O | . | . | 5 | -1.2 | -11 | . | .
23 | O=C(COC(=O)c1ccc(S(=O)(=O)Nc2ccccc2)cc1)NCC1CCCO1 (stereo not drawn) | . | . | -7 | -0.3 | -1 | . | .
24 | CCN1C(=O)C(CC(=O)Nc2ccccc2)S/C1=N\c1ccccn1 (stereo not drawn) | . | . | -1 | -0.9 | -2 | . | .
25 | O=c1c2ccccc2nc2n1C(CSc1ccc(F)cc1)CS2 (stereo not drawn) | . | . | 1 | -0.4 | -12 | . | .
26 | COCCNC(=S)Nc1ccccc1Cc1ccccc1 | . | . | 0 | 4.6 | -15 | . | .
27 | CCOC(=O)C(C)Sc1ccc2nnc(CCNS(=O)(=O)c3ccc(C)cc3)n2n1 (stereo not drawn) | . | . | -5 | 1.2 | -6 | . | .
28 | COC(=O)CCCC(=O)N1CCCC(CNS(=O)(=O)c2ccc(OC)cc2)C1 (stereo not drawn) | . | . | 1 | -0.4 | -11 | . | .
29 | COc1cccc(-c2cc(C(=O)NCc3cccs3)no2)c1 | . | . | 4 | -0.7 | -8 | . | .
30 | COc1ccc(NC(=O)Nc2ccccn2)cc1OC | . | . | -1 | -0.3 | -8 | . | .
31 | O=C(NCC[C@H]1CC[C@H](NC(=O)Nc2cc(F)ccc2F)[C@@H](CO)O1)Nc1ccc(Cl)cc1 | 2 | . | . | 0.2 | . | 4 | .
32 | CC(C)NC(=O)N(C)C[C@H]1Oc2ncc(-c3cncnc3)cc2C(=O)N([C@H](C)CO)C[C@@H]1C | 0 | . | . | -0.1 | . | 6 | .
33 | C=CCOC(=O)[C@H]1[C@@H]2C(=O)O[C@@H](c3ccccc3)[C@@H](c3ccccc3)N2[C@@H](c2ccc(OCCOC(=O)[C@@H]3C[C@@H]4C(=O)N[C@@H](CC(C)C)C(=O)N4[C@@H]3c3cccc(OCCO)c3)cc2)[C@]12C(=O)Nc1ccccc12 | . | 52 | . | . | -9 | . | -1
34 | COc1ccc(-c2cn(CC(=O)N3CCC4(CC3)C(=O)NCN4c3ccccc3)nn2)cc1OC | . | 1 | . | . | 18 | . | -3
35 | CC(C)(C)[C@@H]1C=C(C(=O)N2CCCC2)O[C@H](OCc2ccc(CO)cc2)C1 | . | 1 | . | . | 5 | . | -1
36 | COc1ccc2nc(SCC(=O)Nc3nonc3C)[nH]c2c1 | . | . | . | . | -10 | -5 | 4
37 | Cc1cnccc1CN(C)Cc1cn(C)nc1-c1ccc(Oc2ccccc2)cc1 | . | . | . | . | -14 | -2 | -1
38 | CN(C)CC(C)(C)CNC(=O)CC1C(=O)NCCN1Cc1ccc(-c2ccccc2)cc1 (stereo not drawn) | . | . | . | . | -9 | -14 | 2
39 | O=C(O)c1cccc(CN2C(=O)S/C(=C/c3ccccc3[N+](=O)[O-])C2=O)c1 | . | . | . | . | -27 | 1 | 3
40 | O=C(CN1CCOCC1)Nc1cccc(C(F)(F)F)c1 | . | . | . | . | -1 | 8 | -1
41 | O=C(Nc1ccccc1)ON=C1c2ccccc2-c2ccccc21 | . | . | . | . | -8 | 0 | 2
42 | O=S(=O)(NCc1ccccc1)c1ccc(S(=O)(=O)N2CCCC2)cc1 | . | . | . | . | -23 | 3 | 1
43 | CCc1cc(C(=O)COc2ccc(F)cc2)c(O)cc1O | . | . | . | . | -15 | -4 | -1
44 | O=C(NCCCO)C(=O)c1c(-c2ccccc2)cc2ccccn12 | . | . | . | . | -3 | -4 | 3
45 | O=[N+]([O-])c1ccccc1Nc1ccccc1 | . | . | . | . | -20 | 0 | -1
46 | O=C(O)c1cnn(-c2nc(-c3ccc(F)cc3)cs2)c1C(F)(F)F | . | . | . | . | -5 | -5 | 4
47 | Cc1ccc(NC(=O)Nc2cc(S(=O)(=O)N(C)C)ccc2C)cc1 | . | . | . | . | -15 | 4 | -8
48 | COC(=O)c1cn(C)c2ccc(S(=O)(=O)N3CCOCC3)cc2c1=O | . | . | . | . | -9 | -7 | -1
49 | COc1ccc(N2C(=O)C(CN3CCCCC3)C2c2ccccc2)cc1 (stereo not drawn) | . | . | . | . | -12 | 7 | -2
50 | COC(OC)c1ccnc(-c2ccc(OC(C)=O)cc2)n1 | . | . | . | . | -10 | 4 | -2
51 | Cc1ccc(-n2c(SCC(=O)NC3CCS(=O)(=O)C3)nc3ccccc3c2=O)cc1 (stereo not drawn) | . | . | . | . | -3 | -5 | 5
52 | CCN1CCN(c2c(Cl)cccc2NC(=O)c2ccc([N+](=O)[O-])cc2)CC1 | . | . | . | . | 7 | 8 | -3
53 | C[C@H]1CN([C@@H](C)CO)C(=O)c2cc(NC(=O)CCCCCC(=O)Nc3ccccc3N)ccc2O[C@@H]1CN(C)Cc1ccc2c(c1)OCO2 | . | . | . | . | -4 | 14 | 4
54 | Cc1ccccc1NC(=O)COC(=O)C1(C)CC1(Cl)Cl (stereo not drawn) | . | . | . | . | -2 | -6 | -2
55 | Cc1ccc(NC(=S)Nc2cc(C(=O)O)ccc2N2CC3CC(C2)c2cccc(=O)n2C3)cc1C (stereo not drawn) | . | . | . | . | -17 | 16 | 3
56 | Cc1ccc(NC(=O)COC(=O)CSC(=S)N2CCOCC2)cc1C | . | . | . | . | -8 | -1 | 5
57 | Cc1cc(C)c2c(=O)c(C#N)coc2c1 | . | . | . | . | 3 | 7 | 1
58 | O=CN1CCN(C(C(=O)NC2CCCCC2)c2cc3c(cc2[N+](=O)[O-])OCO3)CC1 (stereo not drawn) | . | . | . | . | -8 | -2 | -3
59 | Cc1noc(C)c1S(=O)(=O)Nc1cccc2c1O[C@H](CN(C)Cc1ccc(C(=O)O)cc1)[C@@H](C)CN([C@H](C)CO)C2=O | . | . | . | . | -8 | 14 | 0
60 | CC1CCCC/C1=N\NC(=S)NCCc1ccccc1 (stereo not drawn) | . | . | . | . | -1 | -2 | 5
61 | CC1(C)C2CCC(C2)C1(C)NC(=O)CN1CCN(Cc2ccccc2)CC1 (stereo not drawn) | . | . | . | . | -14 | -4 | 2
62 | Cc1ccc(C)c(-n2cc(CN3CCNC(=O)CC3)c(-c3ccccc3)n2)c1 | . | . | . | . | -11 | 7 | 0
63 | COc1ccc(F)cc1C(=O)C1CCCN(C(=O)c2ocnc2C)C1 (stereo not drawn) | . | . | . | . | -5 | 6 | 6
64 | CCOc1cc(C(=O)Nc2ccccc2F)cc(Br)c1OCC | . | . | . | . | 6 | -5 | 2
65 | COc1c(O)ccc(C2NC(=O)NC(C)=C2C(=O)Nc2ccccc2C)c1[N+](=O)[O-] (stereo not drawn) | . | . | . | . | -12 | -2 | 10
66 | S=C1NC2=C(CCCC2=C2SCCS2)C(c2ccccc2)N1 (stereo not drawn) | . | . | . | . | 3 | ? | 4
67 | OCCN(CCO)Cc1ccc(Br)cc1 | . | . | . | . | 7 | 6 | -5
68 | COCCOc1ccc(C(F)(F)F)cc1N | . | . | . | . | -15 | 2 | 2
69 | Cc1onc(-c2ccccc2)c1C(=O)N/N=C/c1cccc(O)c1 | . | . | . | . | -8 | 7 | -1
70 | Cc1noc(C)c1-c1nc(CSc2ccc(Cl)cc2)no1 | . | . | . | . | 0 | -8 | 2
71 | C/C(=N\OCC(=O)Nc1ccc(Br)cc1)c1cccs1 | . | . | . | . | -4 | 18 | -3
72 | Cc1cc(Cl)ccc1NC(=O)CN(C)C1=NS(=O)(=O)c2ccccc21 | . | . | . | . | -20 | 4 | -3
73 | O=C(COc1ccc(Br)cc1)N(CCO)CCO | . | . | . | . | -10 | -2 | 0

Only part of the results is shown, so the mix of outcomes need not match the whole.
